Source: PubChem (National Center for Advancing Translational Sciences (NCATS))
USP2a inh = blocks human ubiquitin-specific protease USP2a | USP2 core, Ub-CHOP2 coupled fluorogenic reporter, 485/531 | AID 463254 | Potency, µM (series often up to 38.3 µM), for inactives: at the highest dose activity change, negative = inhibition, most hits filed as inhibitors | O75604 | actives 0.01% (n = 330,000);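 further: potency means the concentration at half of the fitted maximal effect; plate controls were DMSO wells for no effect and full inhibition by NEM control for full effect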
Target sequence (O75604 whole entry, looked up): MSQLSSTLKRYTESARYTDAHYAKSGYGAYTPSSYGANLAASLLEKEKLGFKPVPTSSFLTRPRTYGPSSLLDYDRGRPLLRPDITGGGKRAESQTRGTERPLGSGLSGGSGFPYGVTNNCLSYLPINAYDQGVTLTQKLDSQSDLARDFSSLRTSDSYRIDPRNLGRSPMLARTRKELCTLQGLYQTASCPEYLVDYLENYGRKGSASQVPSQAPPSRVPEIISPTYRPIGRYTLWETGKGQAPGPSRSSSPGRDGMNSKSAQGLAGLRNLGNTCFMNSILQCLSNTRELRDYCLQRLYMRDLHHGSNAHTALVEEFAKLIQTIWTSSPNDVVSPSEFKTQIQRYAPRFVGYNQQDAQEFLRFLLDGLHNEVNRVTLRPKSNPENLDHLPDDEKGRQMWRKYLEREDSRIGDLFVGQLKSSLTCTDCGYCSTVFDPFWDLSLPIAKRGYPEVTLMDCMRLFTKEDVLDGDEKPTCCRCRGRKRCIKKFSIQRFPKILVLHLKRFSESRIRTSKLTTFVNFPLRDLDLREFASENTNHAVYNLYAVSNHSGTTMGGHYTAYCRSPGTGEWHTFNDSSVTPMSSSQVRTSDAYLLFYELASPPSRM
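USP2 core (10nM final) preincubated 30min RT with compound in 20mM Tris-HCl pH 8.0, 2mM CaCl2, 2mM beta-mercaptoethanol, 0.05% CHAPS; 25nM Ub-CHOP2 plus 25nM reporter substrate added, fluorescence (Ex485/Em531) read after 60min.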
KCNH2 WT inh = inhibitors of human wildtype KCNH2 potassium channel | AID 720551 | actives 0.37% (n = 340,000) | Q12809 | U2OS, BacMam KCNH2, thallium flux FluxOr; hits give low values | activity change, % at 1.84 µM;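 active means maximum activity change below -70%; inconclusive means maximum activity change between -70% and -50%; inactive means maximum activity change above -50%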; further: on the % scale 0 is the no-effect control and ±100 the full control effect
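U2OS cells were transduced with wild-type KCNH2 virus (2.03 x 10^8 / mL) for 4 h at room temperature, then cultured overnight at 37 C. Thallium flux was read with FluxOr dye. Rate constants were normalized to DMSO controls.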
Eya2 inh = inhibitors of human Eya2 phosphatase activity; recombinant Eya2, OMFP fluorescence dephosphorylation (OMFP is methylfluorescein phosphate); Potency, µM (highest dose often 76.9 µM), for the others: at the top dose activity, negative = inhibition, most hits filed as inhibitors; O00167; actives 0.006% (n = 330,000); further: potency means the concentration at half of the fitted maximal effect; on the % scale 0 is the no-effect control and ±100 the full control effect
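Eya2 (0.2 uM) preincubated 10 min at ambient with compound, then OMFP substrate added at 50 uM; 10 min reaction in 50 mM HEPES pH 7.5, 50 mM NaCl, 5 uM MgCl2, 0.05% BSA, 1 mM DTT. Fluorescence read at Ex 485/Em 525 nm.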
KCNH2 3.1 inh = KCNH2 3.1 (human) potassium channel inhibition; U2OS KCNH2 3.1, thallium flux FluxOr; hits give low values; activity change, % (tested at about 1.8 µM); actives 0.95% (n = 340,000); AID 720553;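 active means maximum activity change below -70%; inconclusive means maximum activity change from -70% to -50%; inactive means maximum activity change above -50%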;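 further: thallium influx rate constant from kinetic fluorescence after stimulation buffer; on the % scale 0 is the no-effect control and ±100 the full control effect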
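FluxOr-based Tl+ influx in U2OS cells transduced with KCNH2 3.1 virus; rate constants normalized to DMSO controls.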
TCR activator = T cell receptor activation; primary human leukocytes, anti-CD3, IL-2 HTRF, 48 h; Potency, µM (series often up to 9.22 µM), without a hit: at the top dose activation of IL-2 secretion, actives largely listed as activators; 330,000 tested, under 10 active; AID 504894; further: % of control where 0% means no effect
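HTRF read-out of IL-2 secretion: europium cryptate donor excited at 320nm, d2 acceptor emission at 665nm. Cells were primary human leukocytes incubated 48 hr with compounds and a-CD3 beads, supplying TCR signal only.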
AT treatment = candidate therapy for ataxia-telangiectasia. AID 485349. Potency, µM (highest dose often 57.5 µM), for the others: top-dose activation, usual class: activators. […] A-T fibroblasts, KAP-1 phosphorylation AlphaLISA; neocarzinostatin DNA damage 30 min before lysis. actives 0.19% (n = 320,000); further: potency means the concentration at half of the fitted maximal effect; % of control where 0% means no effect; nearly all actives have a fitted effect of over 45% in size
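hTERT-immortalized A-T patient fibroblasts ([…]), 500 cells/well in OPTI-MEM, 1% FBS, got compounds for 60 min, then NCS for 30 min at 37C. Lysates were then assayed for phospho-KAP-1 by AlphaLISA (anti-pKAP1 donor, anti-KAP1 acceptor beads), 6 hr at 25C.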
Mito fusion yeast = mitochondrial division inhibition or fusion activation; actives 0.23% (n = 320,000); S. cerevisiae fusion-defective mutant growth rescue, CellTiterGlo 48 h; Potency, µM (titrated, usually from 46.1 µM), for the others: at the top dose growth rescue (activation), most hits filed as activators; AID 485298;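 further: potency means the concentration at half of the fitted maximal effect; % of control where 0% means no effect; nearly all actives have a fitted effect of over 45% in size; temperature-sensitive fusion mutants such as fzo1-1 at 37 °C on non-fermentable ethanol glycerol medium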
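Growth-rescue viability read-out: after 48 h at the non-permissive 37C in glycerol/ethanol YPEG, yeast mitochondrial fusion mutants are measured by CellTiterGlo luminescence; compounds (23 nl pinned per well) restoring growth score as division inhibitors or fusion activators.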
TRPV1 ag = agonists of human vanilloid receptor 1 (TRPV1) | AID 540275 | actives 0.19% (n = 320,000) | activation, % at 8.33 µM | Q8NER1 | TRPV1-expressing cells, Fluo-8 calcium influx, agonist mode; in the data active means activation above about 80%; inconclusive means between about 30% and that limit; further: 0% is about no effect
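Fluo-8 calcium influx in TRPV1-expressing cells, kinetic read (ex 480/em 520 nm). Compound added and read 3 min for agonist activity, followed by capsaicin at EC20 final and 2 min further read for enhancement.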
TSHR antag = antagonists of human thyroid stimulating hormone receptor | TSHR-expressing cells, TSH-stimulated cAMP HTRF, 2 h; hits give low values | activity change, negative = inhibition, % at 11.5 µM | actives 0.2% (n = 330,000) | P16473;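 active means activity change below a set negative limit, meaning inhibition stronger than a set level, cut at about -70% in these data; inconclusive means activity change between two set negative limits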; further: on the % scale 0 is the no-effect control and ±100 the full control effect
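Read-out is FRET at 665 nm (cryptate excitation 337 nm) from a cryptate-tagged anti-cAMP antibody, competed by cell cAMP against cAMP-d2. Compounds are tested on freshly harvested TSHR cells challenged with 4nM TSH (EC80) for 2 hours at 37 deg C.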
ELG1 DNA repair = inhibitors of ELG1-dependent DNA repair in HEK293T cells; HEK293T ELG1-luciferase reporter, luminescence, 16 h; DNA damage induced by 5-fluorouridine; Potency, µM (doses to about 46.1 µM), for the others: at the top dose activity change, negative = inhibition, actives largely listed as inhibitors; actives 2.3% (n = 330,000); further: potency means the concentration at half of the fitted maximal effect; on the % scale 0 is the no-effect control and ±100 the full control effect; nearly all actives have a fitted effect of over 55% in size
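Quantitative HTS, concentration-response format. 2,000 cells/well co-treated with 5-fluorouridine and compound, 16 hr in 5% CO2 at 37 °C; ONE-Glo luminescence read after 30 min.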
An asterisk follows results filed as active; ? = inconclusive; · = no result given; [ ] = remark or other dose. Unless noted, the call rests on the fitted dose curve; in most records, active means well fitted curve in the direction sought with a large enough effect; inconclusive means small, poorly fitted or top-dose-only effect, or another doubt; inactive means no such curve, though single readings can be large; an effect the other way counts as inactive or inconclusive. Some of the compounds tested. The share of hits here may be higher or lower than overall.

Sample of the layout (two entries):
Order of results: USP2a inh, KCNH2 WT inh, Eya2 inh, KCNH2 3.1 inh, TCR activator, AT treatment, Mito fusion yeast, TRPV1 ag, TSHR antag, ELG1 DNA repair
> CC(=O)Nc1ccc(S(=O)(=O)N2CCN(C(=O)N3CCCCCC3)CC2)cc1
 : -1%, 2, -9%, 11, -5%, 1%, 0%, 0, -3, -11%
> CCOC(=O)N1CCN(C(=O)c2cn(C)c3ccc(S(=O)(=O)N(C)C4CCCCC4)cc3c2=O)CC1
 : 3%, 8, 2%, 5, 4%, 22%, 1%, -1, -10, 19%

The list itself, previewed entries included:
Order of results: USP2a inh, KCNH2 WT inh, Eya2 inh, KCNH2 3.1 inh, TCR activator, AT treatment, Mito fusion yeast, TRPV1 ag, TSHR antag, ELG1 DNA repair
> CC(=O)Nc1ccc(S(=O)(=O)N2CCN(C(=O)N3CCCCCC3)CC2)cc1
 : -1%, 2, -9%, 11, -5%, 1%, 0%, 0, -3, -11%
> CCOC(=O)N1CCN(C(=O)c2cn(C)c3ccc(S(=O)(=O)N(C)C4CCCCC4)cc3c2=O)CC1
 : 3%, 8, 2%, 5, 4%, 22%, 1%, -1, -10, 19%
> CCOC(=O)C1=C(C)N(C)C(=O)NC1c1cc2c(cc1[N+](=O)[O-])OCO2 (stereo not drawn)
 : 0%, -5, -12%, 7, 8%, -1%, 3%, -1, 5, 1%
> COc1cc(OC)nc(Oc2cccc(C(F)(F)F)c2)n1
 : 2%, 2, -11%, 8, -1%, 3%, -1%, -2, -1, -13%
> COc1cccc(NC(=S)N2CCN(S(=O)(=O)c3ccccc3)CC2)c1
 : 4%, 7, 1%, 0, -47%, -19%, -1%, 7, 1, -18%
> O=C(/C=C/c1ccccc1)NCc1ccco1
 : 4%, 0, 1%, -6, 4%, 9%, -8%, 0, -23, ?
> Cc1cc(N2C(=O)C(O)=C(C(=O)c3ccco3)C2c2cccc(O)c2)no1 (stereo not drawn)
 : 0%, -3, 3%, 9, 3%, -2%, 6%, -1, -12, 15%
> O=C(Nc1ccc(Cl)cn1)C1CCCN1S(=O)(=O)c1cccc2ccccc12 (stereo not drawn)
 : 1%, -4, -15%, -17, -3%, 2%, 27%, 5, -18, ?
> CCCS(=O)(=O)N1CCc2ccc(NC(=O)C3CCCO3)cc2C1 (stereo not drawn)
 : 0%, -5, -4%, -7, -6%, -2%, -13%, 0, -6, 17%
> CC(C)CCn1c(N2CCCC2)nc2c1c(=O)[nH]c(=O)n2C
 : 0%, 11, -1%, 11, -5%, -4%, 0%, 1, 26, 9%
> OC(c1cccnc1)c1cccs1 (stereo not drawn)
 : -1%, -10, 3%, 1, 1%, 6%, -1%, -1, 2, 0%
> CCOCCCNC(=O)c1c(C)c(C(=O)OCC)n(C)c1C
 : 1%, -9, -20%, -1, ·, -3%, -5%, -3, -2, 0%
> CCSc1ccc([C@@H]2[C@H]3C(=O)N(CC)C(=O)[C@H]3[C@]3(C(=O)OC)CCCCN23)cc1
 : -6%, -12, -19%, -11, -3%, -12%, 15%, 7, -15, 7%
> CCOc1ccc(-c2c(C#N)c(N)nc3c2c(=O)n(C)c(=O)n3C)cc1OC
 : 3%, 0, 7%, 7, -2%, 3%, 0%, 2, 7, 29%
> Cn1c(=O)c2c(nc(N3CCCC3)n2CC(O)CO)n(C)c1=O (stereo not drawn)
 : 0%, -21, -1%, 5, -1%, 0%, -1%, -1, 0, 6%
> CC1(C)CC(=O)N(c2cccc(C(F)(F)F)c2)C(=O)C1
 : 0%, -9, ?, 15, 2%, 1%, 0%, 2, -5, -16%
> CC(=O)Nc1ccc(S(=O)(=O)NCCC(=O)NCc2ccncc2)cc1
 : 1%, -3, 11%, 9, 5%, 2%, -3%, -1, 1, 2%
> CC(=O)c1cccc(OCc2cc(C(=O)N3C[C@H]4CC[C@H]3C4)no2)c1
 : 1%, 3, 9%, 1, -6%, 9%, -2%, 1, 6, ?
> CC(=O)N(C1=C(N2CCOCC2)C(=O)c2ccccc2C1=O)c1ccc(C(=O)O)cc1
 : 1%, -13, 11%, -16, 7%, -5%, -2%, 3, 11, 23µM*
> N#CC(C(=O)Nc1ccccc1)=C1Nc2ccccc2N1
 : -1%, -9, 17%, 8, ·, -6%, 8%, 4, 18, -9%
> Cc1cc(C)cc(NC(=S)N(Cc2ccc(Cl)cc2)Cc2ccc(C(=O)O)cc2)c1
 : -2%, -1, -17%, -1, 2%, 0%, -1%, 3, 3, ?
> Cc1nc(C(=O)NC2CCOCC2)sc1C1(C)CC(c2ccccc2)=NO1 (stereo not drawn)
 : 2%, -3, 1%, 11, -48%, 14%, 3%, 7, 9, 6%
> CCc1ccc(-c2nc(SCC(=O)N(CCOC)c3c(N)n(Cc4ccccc4)c(=O)[nH]c3=O)n[nH]2)cc1
 : 1%, -6, -8%, ·, 7%, 7%, -2%, -1, -3, 14%
> CC(=O)Nc1c2c(nn1-c1ccc(Cl)cc1)CSC2
 : -1%, 7, 3%, 14, -6%, 0%, 2%, -2, 6, -3%
> O=S(=O)(Cc1ccccc1)Nc1ccc(Br)cn1
 : 0%, 3, 6%, -18, 13%, -3%, 1%, 2, -1, 2%
> O=C(c1cc(COc2ccc(F)cc2Cl)on1)N1CC2C[C@@H]3CC1C[C@H](C2)C3
 : 1%, -1, 1%, -29, -84%, 2%, 24%, 13, -13, ?
> COc1ccc(C(=O)C2CCCN(Cc3cccc4c3OCO4)C2)cc1OC (stereo not drawn)
 : 0%, -4, 10%, -8, 2%, 11%, -5%, 6, 1, 1%
> C=CCOC(=O)/C(=C/c1cccc2ccccc12)NC(=O)c1ccccc1
 : -5%, -275*, 1%, -25, 2%[46.1 µM], 10%, 18%, ?, 12, ?
> O=S(=O)(c1ccc(Cl)cc1)N1CCCc2ccccc21
 : 0%, 1, -16%, -7, 3%, 6%, -14%, -8, 5, -6%
> CCOc1ccccc1NC(=O)Nc1cc(C(=O)O)ccc1C
 : 0%, -3, 7%, -7, -4%, -6%, -2%, -2, 18, 1%
> Cn1/c(=N\NC(=O)c2ccccc2Cl)sc2ccccc21
 : 6%, -2, -6%, 1, 13%, 1%, -3%, 2, 6, ?
> CCCn1c(CNc2ccccc2O)nc2ccccc21
 : 3%, -1, 7%, 1, -5%, -3%, 9%, 9, 3, ?
> CCCN(CCC)S(=O)(=O)c1ccc(C(=O)N2CCCc3ccccc32)cc1
 : 1%, -2, -1%, -15, 2%, 2%, 4%, 13, -2, ?
> COc1ccccc1N1CCN(C(=O)C(=O)c2c[nH]c3ccccc23)CC1
 : -1%, -9, -7%, 21, -4%, 10%, -2%, 15, 0, 3%
> COc1ccc(C(C)N2CC34C=CC(O3)C(C(=O)O)C4C2=O)cc1 (stereo not drawn)
 : ·, 18, ·, -1, 1%, ·, -6%, 0, ·, ·
> Cc1ccc(S(=O)(=O)N/N=C/c2cccc([N+](=O)[O-])c2)cc1
 : 1%, 2, 9%, -4, 1%[46.1 µM], 1%, -11%, -1, 1, 10%
> CC(Oc1ccccc1)C(=O)Nc1ccccc1O (stereo not drawn)
 : 2%, 4, -11%, -16, -8%, -3%, 1%, 10, 6, -8%
> Cc1sc2ncnc(NCC(O)c3ccccc3)c2c1C (stereo not drawn)
 : 1%, -5, 14%, -17, -4%, 11%, 15%, ?, -20, -3%
> CCOc1ccc(N2C=Nc3ccc(OCC)cc3C2)cc1
 : -5%, 9, -12%, 8, 0%, -14%, -30%, 21, 0, 4%
> CC(=C/C(=O)O)/C=C/c1ccc(Cl)o1
 : 4%, 0, -4%, 4, -4%[46.1 µM], 0%, 2%, 3, -2, 4%
> CN1C(=O)NC(c2ccc(Cl)cc2)C2=C1CC(C)(C)CC2=O (stereo not drawn)
 : 6%, 3, -1%, 16, 2%, -14%, -13%, -5, 4, 0%
> Cc1ccccc1OCC(=O)NCc1ccccc1
 : 2%, -5, 2%, 4, 3%, 5%, 6%, 16, -11, 28%
> N/C(=N\N=C\c1cccs1)SC1CC(=O)N(c2ccc(Br)cc2)C1=O (stereo not drawn)
 : 1%, -10, 15%, -20, -1%, -2%, -5%, 0, -8, 5%
> Cn1c2c(c3ccccc31)CCN1CCC[C@]21c1ccccc1
 : 1%, 1, 13%, -2, -2%, -2%, 0%, 6, -14, -12%
> CO/N=C(/CS(=O)c1ccc(Br)cc1)c1ccc(OC)cc1 (stereo not drawn)
 : -7%, -7, -19%, 5, -2%, -2%, 27%, 13, -22, -9%
